SENP6 inh = SENP6 protease inhibition; Recombinant SENP6 catalytic domain, aminoluciferin luminescence; Q9GZR1; inhibition, % at 10 µM; AID 2599; hit rate 1.8% among 330,000;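 active means inhibition above about 50% at the single tested dose, limit read from the data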;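 further: plate controls were DMSO wells with enzyme for no effect and DMSO wells lacking enzyme for full effect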
PfGluPho inh = PfG6PD (Plasmodium falciparum) enzyme inhibition; hit rate 0.78% among 350,000; PfGluPho enzyme, NADPH resazurin-diaphorase fluorescence; inhibition, % at 20 µM;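 active means inhibition reaching at least a set limit at 20 µM in the primary screen, cut at about 59% in these data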;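 further: 0% = DMSO wells with substrate and 100% = DMSO wells lacking glucose-6-phosphate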
ATG4B inh = ATG4B (human) cysteine protease inhibition; Q9Y4P1; ATG4B cleavage of LC3-PLA2, NBD-HPC fluorescence, 1 h; inhibition, % at 8.33 µM; hit rate 0.51% among 340,000; in the data active means inhibition above about 40%
SENP8 block = blocks human SENP8 cleavage of Nedd8 substrate. inhibition, % at 20 µM. Q96LD8. recombinant SENP8, Nedd8 substrate fluorescence. hit rate 0.64% among 360,000; in the data active means inhibition mostly above about 40%, no sharp cut-off; inactive means mostly below about 27%
Target sequence (Q96LD8 whole entry, looked up): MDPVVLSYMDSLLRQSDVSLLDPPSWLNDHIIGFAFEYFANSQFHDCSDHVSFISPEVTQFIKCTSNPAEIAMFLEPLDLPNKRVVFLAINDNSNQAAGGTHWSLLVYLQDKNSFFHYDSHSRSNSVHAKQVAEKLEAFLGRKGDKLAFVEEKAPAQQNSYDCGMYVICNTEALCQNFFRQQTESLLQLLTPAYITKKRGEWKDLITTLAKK
SENP1 inh = inhibitors of human SENP1 SUMO protease catalytic domain; inhibition, % at 10 µM; recombinant SENP1 catalytic domain, CyPet-SUMO1-YPet FRET cleavage; hit rate 0.21% among 360,000; Q9P0U3; AID 624204;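 active means inhibition at least 30% at 10 µM, raw YFP signal under a set limit, fluorescence ratio 0.5 to 1.5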;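 further: 0% = enzyme with DMSO and 100% = no enzyme wells; some results filed as inactive read as strong as hits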
Target sequence (Q9P0U3 419-644 limits assumed): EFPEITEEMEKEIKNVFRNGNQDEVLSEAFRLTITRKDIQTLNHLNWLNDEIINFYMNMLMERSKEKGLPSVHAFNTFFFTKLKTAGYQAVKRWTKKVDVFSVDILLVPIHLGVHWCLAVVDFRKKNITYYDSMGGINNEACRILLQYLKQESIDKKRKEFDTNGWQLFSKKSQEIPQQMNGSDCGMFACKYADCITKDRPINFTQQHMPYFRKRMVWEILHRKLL
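System: Recombinant human SENP1 catalytic domain, His6-tagged | Incubation: Enzyme reaction for 50 min at room temperature, dark | Medium: Tris pH 8 with BME, BSA, NP40 and catalase | Also added: 25 nM SUMO1 FRET substrate | Compound: 10 µM single point, 0.5% DMSO | Measured by: FRET fluorescence in CFP and YFP emission channels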
hIAP act = increases human intestinal alkaline phosphatase activity; purified human IAP, CDP-Star luminescence, 30 min; stronger effect = higher value; 1 = vehicle-only enzyme, 0 = enzyme-free background; activation factor at 10 µM; AID 2524; hit rate 0.16% among 330,000;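 active means activation factor of the enzyme at least 2-fold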; further: the source names both 10 and 20 µM as test concentration; values of inactives mirror those of a sister screen read the other way
Target sequence (P09923 whole entry, looked up): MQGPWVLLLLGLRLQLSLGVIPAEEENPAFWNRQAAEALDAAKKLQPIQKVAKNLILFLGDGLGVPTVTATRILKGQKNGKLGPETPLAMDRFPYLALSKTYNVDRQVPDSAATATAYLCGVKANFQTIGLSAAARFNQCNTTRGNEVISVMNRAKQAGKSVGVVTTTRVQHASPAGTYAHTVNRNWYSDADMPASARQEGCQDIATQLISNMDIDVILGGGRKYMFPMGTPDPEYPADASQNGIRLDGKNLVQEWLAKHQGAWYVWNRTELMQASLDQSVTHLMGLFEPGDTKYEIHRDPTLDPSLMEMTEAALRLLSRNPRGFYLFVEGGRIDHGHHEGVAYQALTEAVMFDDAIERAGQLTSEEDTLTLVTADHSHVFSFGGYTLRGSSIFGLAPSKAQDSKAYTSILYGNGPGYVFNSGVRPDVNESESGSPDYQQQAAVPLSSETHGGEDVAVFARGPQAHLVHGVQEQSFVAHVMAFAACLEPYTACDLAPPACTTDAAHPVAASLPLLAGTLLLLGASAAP
MPTP block = blocks calcium-induced mitochondrial swelling; isolated mouse mitochondria, Ca2+ swelling absorbance, 30 min; inhibition, % at 10 µM; hit rate 1.4% among 360,000; AID 602449;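 active means inhibition of 50% or more, scaled per plate between neutral and stimulator controls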;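 further: 0% = DMSO wells given calcium and 100% = 1 mM EGTA wells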
NR3A LBD binder = NR3A (human) ligand-binding domain modulation; hit rate 2.5% among 340,000; Tm shift relative to glycine control, % at 25 µM; NR3A LBD differential scanning fluorimetry, Tm shift; 0% = protein alone, 100% = glycine-bound protein; AID 1259313;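 active means melting temperature shift of at least 10% of the positive control shift, at one fixed dose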
* = called active by the depositor; · = no result given.

molecule	PfGluPho inh	NR3A LBD binder	SENP6 inh	SENP8 block	hIAP act	ATG4B inh	MPTP block	SENP1 inh
CC(OC(=O)CNC(=O)c1ccc(Cl)c(Cl)c1)C(=O)N1CCOCC1 (configuration not stated)	-0.1	1.1	-8.5	5.3	0.975	-1.9	-0.9	0.7
CC(NS(=O)(=O)c1cn(C)c(=O)n(C)c1=O)c1ccccc1 (configuration not stated)	-2.3	0.7	-16.9	3.3	0.956	3.0	-0.1	-0.9
CC1CN(C(=O)c2cccc(COc3ccc(Br)cc3)c2)CC(C)O1 (configuration not stated)	-11.6	-1.4	-2.7	7.4	0.951	36.8	-1.1	-0.3
C=CCn1c(C)cc(/C([O-])=C(/C(=S)Nc2ccc(OC(F)F)cc2)[n+]2ccc(N(C)C)cc2)c1C	3.5	0.4	-10.3	7.9	0.95	-0.8	-1.3	-2.9
CN1CCN(C(=O)c2cccn(Cc3c(Cl)cccc3Cl)c2=O)CC1	-3.4	1.1	-5.2	9.3	1.04	3.1	0.9	1.2
COc1cc(OC)c(C2=NOC(C(=O)NCc3ccc4c(c3)OCO4)C2)cc1Cl (configuration not stated)	3.8	-0.6	-7.9	-2.1	1.22	-13.0	0.2	1.5
COc1ccc(C2C(C(N)=O)=C(C)Nc3nc(-c4ccccc4Cl)nn32)c(OC)c1 (configuration not stated)	17.8	-0.3	10.4	-39.7	0.84	0.5	-0.7	-0.6
C[C@H]1CN([C@@H](C)CO)C(=O)CCCn2nncc2CO[C@H]1CN(C)S(=O)(=O)c1ccc(C#N)cc1	-1.4	·	·	10.2	·	·	-4.0	1.0
Cc1ccc(OCC(=O)N2CCN(S(=O)(=O)c3ccc(Cl)s3)CC2)cc1C	-3.1	-2.9	-0.1	8.3	1.05	-14.8	2.3	-1.3
CCN1CCN(CCC(=O)Nc2ccccc2C)CC1	-15.3	-1.6	4.5	17.1	0.946	5.2	-0.4	-2.2
O=C(NCCc1ccccc1)c1ccc(NS(=O)(=O)c2ccc3[nH]c(=O)[nH]c3c2)cc1	-39.7	-20.6	-1.7	-11.2	1.17	4.7	-0.6	1.2
CCOC(=O)c1cc(-c2nnc(-c3ccc(Cl)cc3)o2)c(C)nc1C	5.3	-3.1	12.8	-16.4	0.923	-0.7	2.0	-0.1
CN1C(=O)CCC2(c3ccccc3)CC=C(O)C=C12 (configuration not stated)	21.6	-1.9	·	5.7	·	-2.0	-1.0	0.4
O=C(COC(=O)[C@H](Cc1c[nH]c2ccccc12)NC(=O)c1ccc(Cl)cc1)Nc1ccc2c(c1)OCO2	7.1	19.7*	-9.6	17.6	0.97	-12.1	6.8	-1.0
C=C(C)[C@@H]1CC=C(C(=O)O)CC1	-11.3	·	-6.4	5.4	0.922	-3.9	-4.7	1.1
C/C(=N\NC(=O)c1nnn(-c2nonc2N)c1CN1CCC(C)CC1)c1cccc(Br)c1	12.5	-7.2	-2.3	14.1	1.16	-18.4	0.3	2.1
O=C(CCc1nc2ccccc2s1)N1CCN(S(=O)(=O)c2cccs2)CC1	37.4	1.2	1.9	5.9	1.02	-8.5	-0.2	-1.0
CCOC(=O)N1CCC(NC(=O)Cn2cc3c(n2)CCCCC3)CC1	-16.4	0.7	-2.5	5.6	1.05	-3.9	-1.5	1.9
COCCc1ncc(CN2CCC(C(=O)Nc3ccc(-n4cccn4)cc3)CC2)cn1	7.2	2.5	-10.3	0.2	1.26	22.2	0.3	-0.7
Cc1ccc(-c2nn3c(C)nnc3s2)cc1NC(=O)CSc1ccc(Cl)cc1	-14.1	-8.4	-21.7	8.5	0.961	-11.6	0.0	-0.6

The list continues:
molecule	PfGluPho inh	NR3A LBD binder	SENP6 inh	SENP8 block	hIAP act	ATG4B inh	MPTP block	SENP1 inh
CC(CNCc1ccc2c(c1)OCO2)NCc1ccc2c(c1)OCO2 (configuration not stated)	-7.2	-0.8	-14.1	19.6	1.14	-1.2	17.3	1.3
O=C(CC12CC3CC(CC(C3)C1)C2)NC(=S)N1CCCCC1	5.5	1.9	-2.1	21.1	1.05	-11.8	1.9	1.5
CCCC(C(=O)Nc1ccc(C)c(S(=O)(=O)N2CCOCC2)c1)c1ccccc1 (configuration not stated)	10.2	-15.6	2.2	12.3	0.991	-9.0	-0.4	1.8
N=c1ncn(C2OC(CO)C(O)C2O)c2nc(Br)[nH]c12 (configuration not stated)	10.1	·	·	17.4	·	·	-0.6	3.3
OC(CNCCCCNCC(O)C(F)(F)F)C(F)(F)F (configuration not stated)	6.7	-0.1	-28.8	4.5	0.897	-10.1	2.4	2.4
Clc1ccc2scc(CN3CCCC3)c2c1	2.5	-0.1	-3.8	16.3	1.08	-1.5	4.4	-1.6
CCN(CC)C(=O)c1sc(NC(=S)N2CCN(C(=O)C3CCCO3)CC2)c(C(=O)OC)c1C (configuration not stated)	20.0	-0.8	8.2	-0.5	1.3	-16.6	1.1	-6.3
O=C(/C=C/c1ccc(F)cc1)NCc1ccco1	28.2	-9.3	-9.6	10.3	0.883	6.9	4.4	-2.5
Cc1ccc(S(=O)(=O)Nc2ccc3[nH]ccc3c2)cc1	16.1	-27.6	-14.2	15.0	0.91	-8.5	-0.1	-1.5
O=C(O)c1cc(-c2ccc(O)cc2)on1	10.5	-1.1	8.1	13.9	1.09	-9.5	0.0	-11.5
COc1cccc(OC)c1C(=O)NC(=O)Nc1c(F)cc(F)cc1F	1.6	1.1	-4.1	16.2	1.12	-4.2	0.1	0.2
Cc1nn(CC(=O)NC2C(=O)N3C(C(=O)O)=C(CSc4nnnn4C)CSC23)cc1Br (configuration not stated)	3.0	-1.0	-13.3	9.0	0.843	6.8	-0.9	1.1
COc1cc(C(F)(F)F)ccc1C(=O)NCCc1ccco1	-3.1	0.6	4.6	9.6	1.14	-8.0	-0.1	2.9
CN(C)C(=O)CCc1ccc2c3c([nH]c2c1)[C@]1(CCC2CCCC2)[C@@H](C(=O)N2CCOCC2)C[C@H](CC(=O)NCCc2ccccn2)C(=O)N1CC3	6.0	-1.1	·	-0.5	·	-7.8	-0.1	-1.4
CN(C(=O)CSc1nnc(-c2ccco2)n1C)C1CCCCC1	-13.8	1.4	-7.0	2.1	0.865	4.2	0.2	0.0
O=C(Cn1cc(C(F)(F)F)ccc1=O)N/N=C/c1ccccc1O	-30.6	0.1	-11.5	-16.1	1.57	6.9	1.5	-5.2
COc1cccc(-n2c(CNC(=O)OC(C)(C)C)n[nH]c2=S)c1	43.1	3.6	-1.4	30.0	0.945	2.8	-0.1	1.0
CC1CN(CCOCCOc2ccccc2-c2ccccc2)CC(C)O1 (configuration not stated)	-6.2	-1.8	4.0	8.0	0.85	6.9	-0.2	-1.0
O=C1COc2ccccc2N1Cc1ccc(Cl)cc1	10.8	0.7	3.0	-2.8	1.26	-4.5	0.6	0.3
COc1ccc(NS(=O)(=O)c2cccc(C(=O)NNC(=O)NCCCl)c2)cc1	-0.5	0.0	3.3	-12.6	1.14	5.2	-0.4	2.4

(next part)
molecule	PfGluPho inh	NR3A LBD binder	SENP6 inh	SENP8 block	hIAP act	ATG4B inh	MPTP block	SENP1 inh
COc1cccc(C2CC(c3cccs3)=NN2C(=O)CSc2nc3ccccc3o2)c1OC (configuration not stated)	-4.7	1.1	-10.6	-422.3	0.869	38.7	-0.9	-1.9
c1ccc(SCc2cc(-c3ccccc3)no2)cc1	2.6	2.9	15.4	8.7	1.14	20.7	0.9	-0.1
CSC(=NS(=O)(=O)c1ccc(N)cc1)NS(=O)(=O)c1cccs1	-10.1	-2.0	·	7.6	·	0.7	-1.0	1.8
Nc1nonc1-n1nnc(C(=O)N/N=C/c2cc(Br)ccc2O)c1CNc1ccccc1	21.1	23.3*	-2.1	-0.7	0.92	2.6	2.0	-21.5
CCCCn1c(N)c(N(Cc2ccccc2OC)C(=O)COc2ccc(C)cc2)c(=O)[nH]c1=O	28.6	0.3	-6.9	-75.8	1.04	-1.5	0.8	-2.4
CN(C)C=Nc1c(C(=O)c2ccccc2)sc2nccc(N(C)C)c12	7.6	-5.2	5.0	19.6	0.843	-3.5	1.5	-33.4
CSCC[C@H](NS(=O)(=O)c1ccc(C(C)=O)cc1)c1nnc2ccccn12	10.1	1.8	-3.7	14.7	1.13	-0.2	0.2	-0.4
COc1cc(/C=C2\C(=O)N(c3ccc(NC(C)=O)cc3)N=C2c2ccccc2)ccc1O	-2.6	2.6	31.7	9.5	0.632	-4.9	4.5	1.5
O=C(OCC(=O)N1CCc2ccccc21)c1ccccn1	-6.6	-5.1	-20.4	-5.5	0.948	-1.2	13.0	2.1
COc1ccc(CCNC(=O)Cc2cc(=O)[nH]c(=O)[nH]2)cc1OC	0.5	-1.6	-12.0	14.6	0.947	-9.3	2.0	-1.7
O=S(=O)(Nc1ccc(-c2cn3ccccc3n2)cc1)c1ccccc1	-2.6	-7.4	15.6	-29.1	1.09	0.1	0.2	1.1
CC1(C)CC(NC(=O)C2CCN(S(=O)(=O)c3cccc(C(F)(F)F)c3)CC2)CC(C)(C)N1	7.7	1.6	-4.9	7.1	1.01	-5.9	-1.2	0.7
COc1ccc(CNC(=O)C(=O)c2cn(CC(=O)N3CCCC3)c3ccccc23)cc1	-4.4	0.8	-11.6	-3.2	1.12	-4.3	-1.2	-4.5
COc1ccccc1CNS(=O)(=O)N(C)C	6.7	-1.5	20.4	5.9	1	-3.1	0.9	0.4
Cc1cc(=O)[nH]c(NN=C2CCC(C(C)(C)C)CC2)n1 (configuration not stated)	12.1	-3.7	-2.2	16.9	1.46	-4.2	-1.8	-1.3
CC/C(C)=N\Nc1nc(-c2cc3cc(OC)ccc3oc2=O)cs1	1.6	1.5	10.1	-330.4	0.978	20.8	4.3	-32.0
O=C(NCCCN1CCCC1)c1ccc(CS(=O)(=O)c2c(Cl)cccc2Cl)o1	10.7	-0.2	-2.1	17.7	1.02	4.8	0.8	-5.0

Ordered by value in NR3A LBD binder (falling): some entries from above
smiles	PfGluPho inh	NR3A LBD binder	SENP6 inh	hIAP act	ATG4B inh	MPTP block	SENP1 inh
COc1cc(OC)c(C2=NOC(C(=O)NCc3ccc4c(c3)OCO4)C2)cc1Cl (configuration not stated)	3.8	-0.6	-7.9	1.22	-13.0	0.2	1.5
COc1ccc(CCNC(=O)Cc2cc(=O)[nH]c(=O)[nH]2)cc1OC	0.5	-1.6	-12.0	0.947	-9.3	2.0	-1.7
CN(C)C=Nc1c(C(=O)c2ccccc2)sc2nccc(N(C)C)c12	7.6	-5.2	5.0	0.843	-3.5	1.5	-33.4

Screening data: PubChem, Sanford-Burnham Center for Chemical Genomics
